RORa activator: RORA (human) activation; P35398; AID 560; CHO-K1 Gal4-RORA LBD luciferase reporter, luminescence; percent increase over mock-subtracted basal signal; activation, % at 10 µM; 1.5% of 65,000 active;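 active means activation above the mean of all tested compounds plus 3 SD, cut at about 49% in these data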;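 further: 0% = DMSO-treated RORA cells and 100% = added signal equal to DMSO minus mock-transfected cells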
TNAP act mid DEA: activators of human TNAP at intermediate phosphate acceptor | activation factor at 20 µM | P05186 | 64,000 tested, under 10 active | purified TNAP, CDP-star luminescence, 100 mM DEA, 30 min; stronger effect = higher value; scale: 0 levamisole-inhibited, 1 vehicle-only enzyme;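 active means activation factor of at least 2 at 20 µM, relative to controls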
HTR1A agonist: agonists of human 5-HT1a serotonin receptor | P08908 | CHO 5-HT1a Ga15 NFAT-bla reporter, FRET ratio; 0% basal, 100% maximal reference agonist | activation, % at 10 µM | 0.56% of 65,000 active | AID 567;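 active means activation above the screen-wide mean activation plus 3 SD, cut at about 19% in these data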;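 further: 0% = DMSO wells and 100% = 5-CT at EC100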
Target sequence (P08908 whole entry, looked up): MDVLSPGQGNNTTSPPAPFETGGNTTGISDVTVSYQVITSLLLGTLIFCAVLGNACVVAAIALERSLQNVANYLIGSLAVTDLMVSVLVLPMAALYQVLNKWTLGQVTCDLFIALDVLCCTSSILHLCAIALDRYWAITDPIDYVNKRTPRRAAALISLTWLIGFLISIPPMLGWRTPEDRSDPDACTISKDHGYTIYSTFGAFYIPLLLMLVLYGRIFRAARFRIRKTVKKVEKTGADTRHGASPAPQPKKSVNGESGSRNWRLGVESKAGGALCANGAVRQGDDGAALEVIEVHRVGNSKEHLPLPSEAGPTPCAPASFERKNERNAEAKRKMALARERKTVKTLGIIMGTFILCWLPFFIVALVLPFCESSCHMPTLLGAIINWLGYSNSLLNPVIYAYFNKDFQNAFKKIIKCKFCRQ
Fluor 339 460: intrinsic fluorescence of library compounds, ex339/em460 – biochemical, MLSMR library, data from DPM-DC assay, artefact control, profiling panel; compound autofluorescence, ex339/em460 nm, NADH buffer; stronger effect = higher value; 1 = no-compound wells, NADH background; AID 709; fluorescence fold increase at 10 µM; 5.5% of 65,000 active;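 active means at 10 µM, mean starting fluorescence two-fold or more over control wells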;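 further: signal is the first read of a kinetic run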
5-HT1A blocker: antagonists of human 5-HT1a serotonin receptor; CHO 5-HT1a Ga15 NFAT-bla reporter, antagonist mode; 0.68% of 62,000 active; P08908; inhibition, % at 10 µM;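 active means inhibition above the mean of all tested compounds plus 3 SD, cut at about 43% in these data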;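 further: receptor stimulated by 5-CT agonist at 100 nM near EC80; beta-lactamase reporter measured by ratiometric fluorescence of a cleavable substrate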
A340 absorber: compound absorbs light at 340 nm; compound absorbance at 340 nm, fold over control; fold change at 10 µM; 65,000 tested, under 10 active;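 active means at 10 µM dose, initial 340 nm absorbance at least 2 fold that of control wells; inactive means change under 2 fold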;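 further: initial absorbance extrapolated from kinetic A340 decline of NADH oxidation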
SF-1 act: activates the human nuclear receptor SF-1 | 1.9% of 65,000 active | CHO-K1 Gal4-SF-1 LBD luciferase reporter; % increase over DMSO SF-1-specific signal | AID 522 | activation, % at 10 µM;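 active means activation above the mean activation of all tested compounds plus 3 SD, cut at about 50% in these data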
Target sequence (Q13285 whole entry, looked up, the tested form may be a part): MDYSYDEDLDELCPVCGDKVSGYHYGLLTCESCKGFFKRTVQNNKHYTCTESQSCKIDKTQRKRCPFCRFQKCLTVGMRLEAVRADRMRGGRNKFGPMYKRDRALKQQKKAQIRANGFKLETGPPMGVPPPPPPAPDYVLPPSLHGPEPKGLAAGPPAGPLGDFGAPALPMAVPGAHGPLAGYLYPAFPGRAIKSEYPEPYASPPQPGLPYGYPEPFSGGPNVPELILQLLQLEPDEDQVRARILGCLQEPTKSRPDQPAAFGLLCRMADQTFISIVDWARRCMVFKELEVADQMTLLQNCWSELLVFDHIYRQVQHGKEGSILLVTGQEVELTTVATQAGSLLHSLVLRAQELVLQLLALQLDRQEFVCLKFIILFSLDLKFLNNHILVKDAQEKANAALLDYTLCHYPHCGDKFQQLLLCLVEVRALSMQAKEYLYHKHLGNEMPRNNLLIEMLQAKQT
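Test system: CHO-K1 cells co-transfected with Gal4 DBD–human SF-1 LBD, 5xGal4 luciferase reporter. Quantity: 4,000 cells per well. Compound: 10 µM only. Incubation: compound added 1 h post-seeding, 20 h exposure at 37 °C, 5% CO2. Detection: SteadyLite luciferase luminescence. Replication: one test per compound.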
MMP-13 inhibitor: blocks human MMP13 activity; P45452; MMP-13 fTHP FRET cleavage, Mca fluorescence; inhibition, % at 4 µM; 0.07% of 65,000 active; AID 570;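 active means inhibition above the mean of compound-free control plate wells plus 3 SD, cut at about 14% in these data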;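 further: 0% = DMSO wells and 100% = wells with reference MMP-13 inhibitor after basal subtraction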
NADH coupling: inhibitors of enzymes used to reach an NAD/NADH endpoint; coupled PK/LDH NADH assays, four targets; IC50, µM (doses to about 10 µM), inactives show at the highest dose inhibition; 0.02% of 65,000 active;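 active means single-dose screening hits from any of four coupled enzyme assays that gave an IC50 when retested across doses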;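 further: the DPM-DC format reads NADH fluorescence rather than 340 nm absorbance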
The depositor's hits bear a star; . = not tested or not shown; [ ] = remark or other dose.

SMILES	RORa activator	TNAP act mid DEA	HTR1A agonist	Fluor 339 460	5-HT1A blocker	A340 absorber	SF-1 act	MMP-13 inhibitor	NADH coupling
O=C1COc2ccc(C(=O)NCc3ccc4c(c3)OCO4)cc2N1	-2	0.9	0.6	1.1	7	1	-6	4	9%
Cc1ccc(-n2c(=O)cc(N3CCC(C)CC3)[nH]c2=O)cc1	1	0.9	1.2	1.1	0	0.97	4	-2	2%
CCOc1cc(S(=O)(=O)NCc2ccccc2)ccc1F	3	0.9	-1.6	1.1	-5	1	15	-3	3%
Cc1ccc(C)c(N2CCN(S(=O)(=O)c3ccc4c(c3)oc(=O)n4C)CC2)c1	-5	0.9	-0.1	1	-8	0.98	-5	4	6%
CC(C)=CC(=O)OCC(=O)Nc1nc(C)c(Cl)cc1Cl	-15	1	-2.6	1.1	-2	0.99	-3	0	6%
Cc1ccc(-c2c3c(=O)n(C)c(=O)n(C)c3cn2N2CCOCC2)cc1	19	1	-0.9	1.4	14	1.1	11	1	7%
COc1ccc(CCNC(=O)C2CCN(S(C)(=O)=O)CC2)cc1OC	3	0.9	-2.3	1.1	-5	1.1	1	2	5%
COC(=O)c1c(N)n(-c2cc(OC)cc(OC)c2)c2nc3ccccc3nc12	-16	0.8	-0.7	3.4*	9	1	-3	-129[fluorescence artefact?]	3%[fluoresces]
CCc1nc(NCc2ccco2)c2oc3ccccc3c2n1	-8	1	-1.1	1	2	1	-10	0	8%
COc1ccc(-c2noc(CCC(=O)N3CCN(Cc4ccccc4)CC3)n2)cc1	-17	0.8	-1.7	1.1	5	1	-9	1	0%
CCOC(=O)c1snc(C(=O)NC2CCCCC2)c1N	57*	0.9	-3.0	2*	1	1	106*	-9	3%
Cc1cc(-c2ccccc2)n(-c2ccc(C(=O)N3CCN(c4ncccn4)CC3)cc2)n1	20	0.9	3.8	1.2	10	1.1	15	-2	2%
O=C(Cn1nc(-c2ccccc2)ccc1=O)NCC1COCCO1 (configuration not stated)	-28	1	-1.6	1.1	-5	0.98	24	2	4%
CSCCC(NC(N)=O)C(=O)NCC1CCCCC1 (configuration not stated)	-14	1	-1.9	0.85	-7	1	-15	3	9%
CC(C)(C)NC(=O)CN(C(=O)CS(=O)CC(=O)Nc1ccc(F)cc1)c1ccc(F)c(Cl)c1 (configuration not stated)	-1	0.9	0.1	1.1	1	0.97	6	0	6%
CCOc1ccc(C(=O)Nc2nncs2)cc1OCC	-3	1	-1.5	1.1	6	1.1	-7	1	4%
Cc1ccc2c(C)c(C(=O)Nc3c(C)n(C)n(-c4ccccc4)c3=O)oc2c1	-2	1	-1.9	1.1	8	1	-24	3	2%
Oc1ccccc1C1=Nc2ccccc2N=C(c2ccco2)C1	0	0.9	-2.2	1.1	24	1.2	19	0	1%
CC(=O)c1cc(F)c(N2CCN(C(=O)Cc3ccccc3)CC2)cc1C	-10	1	-1.2	1	5	1	-8	6	3%
Cc1cc(=O)oc2cc(OC(C)C(=O)N3CCCc4ccccc43)ccc12 (configuration not stated)	-24	0.8	-3.1	1.7	12	1.1	5	-12	2%

Four of these compounds, reformatted.
Cc1ccc(C)c(N2CCN(S(=O)(=O)c3ccc4c(c3)oc(=O)n4C)CC2)c1
  RORa activator: -5
  TNAP act mid DEA: 0.9
  HTR1A agonist: -0.1
  Fluor 339 460: 1
  5-HT1A blocker: -8
  A340 absorber: 0.98
  SF-1 act: -5
  MMP-13 inhibitor: 4
  NADH coupling: 6%
CC(C)=CC(=O)OCC(=O)Nc1nc(C)c(Cl)cc1Cl
  RORa activator: -15
  TNAP act mid DEA: 1
  HTR1A agonist: -2.6
  Fluor 339 460: 1.1
  5-HT1A blocker: -2
  A340 absorber: 0.99
  SF-1 act: -3
  MMP-13 inhibitor: 0
  NADH coupling: 6%
Cc1ccc(-c2c3c(=O)n(C)c(=O)n(C)c3cn2N2CCOCC2)cc1
  RORa activator: 19
  TNAP act mid DEA: 1
  HTR1A agonist: -0.9
  Fluor 339 460: 1.4
  5-HT1A blocker: 14
  A340 absorber: 1.1
  SF-1 act: 11
  MMP-13 inhibitor: 1
  NADH coupling: 7%
COc1ccc(CCNC(=O)C2CCN(S(C)(=O)=O)CC2)cc1OC
  RORa activator: 3
  TNAP act mid DEA: 0.9
  HTR1A agonist: -2.3
  Fluor 339 460: 1.1
  5-HT1A blocker: -5
  A340 absorber: 1.1
  SF-1 act: 1
  MMP-13 inhibitor: 2
  NADH coupling: 5%

Later entries:
SMILES	RORa activator	TNAP act mid DEA	HTR1A agonist	Fluor 339 460	5-HT1A blocker	A340 absorber	SF-1 act	MMP-13 inhibitor	NADH coupling
COc1ccc(-c2noc(-c3ccccc3Cl)n2)cc1OC	82*	0.9	0.5	1.1	20	1	45	4	4%
CCCOC(=O)CSC1=C(C#N)C(c2ccccc2Cl)CC(=O)N1 (configuration not stated)	0	0.9	0.5	1	-1	1.1	-5	6	8%
CCN1C(=O)CC(C(=O)NC)SC1=Nc1cc(Cl)c(O)c(Cl)c1 (configuration not stated)	4	0.9	-3.0	1.1	-1	1.1	-10	4	6%
Cc1sc(NC(=O)c2cccs2)c(C(N)=O)c1C	45	0.9	-2.5	1.1	20	1.1	51*	-1	8%
O/N=C1/C2C3CC4C5C3C1C5C1(OCCO1)C42 (configuration not stated)	-7	0.9	-0.2	1.1	-2	1	-12	1	2%
CC1Cc2nc(SCC(=O)Nc3ccc(F)cc3)n(C)c(=O)c2S1 (configuration not stated)	6	0.9	-2.1	1.1	-1	1	-2	1	6%
CCOC(=O)COn1c(=O)c[n+]([O-])c2ccccc21	-11	0.9	-2.6	1.2	-2	1.1	8	-3	3%
CCOC(=O)C1=C(C)NC2=C(C(=O)CCC2)C1c1cccnc1 (configuration not stated)	-6	0.9	1.8	2.1*	-3	1.1	-7	-30	10%[fluoresces]
CCOc1ccc(NCc2nnc(SCC(=O)Nc3cc(C)on3)n2-c2ccccc2OC)cc1	17	0.9	-0.9	1.1	14	1	14	3	4%
CCOC(=O)C1CCN(S(=O)(=O)c2cc(Br)cc3c2N(C(=O)C2CC2)CC3)CC1	6	1	-0.1	1.1	11	1	-11	6	4%
COc1ccc(C(=O)Nc2ccccc2C(N)=O)cc1	23	0.9	-4.3	1.1	9	1	30	2	4%
Cc1nnc(SCC(=O)Nc2ccc(Br)cn2)[nH]c1=O	5	0.8	-2.7	1.1	3	0.99	0	-3	10%
COc1ccc(N2CCN(C(c3cccs3)C(C)NC(=O)c3ccco3)CC2)cc1 (configuration not stated)	10	0.9	1.4	1	3	1	17	7	2%
Cc1cc(C)c2[nH]c(=O)c(CN(Cc3ccco3)C(=O)C3CCCO3)cc2c1 (configuration not stated)	10	0.9	-0.6	1.9	22	1.1	-19	0	7%
CS(=O)(=O)N(CC(=O)NCCC1=CCCCC1)C1CCCCC1	-16	1	-0.9	1	-2	1	-13	7	6%
CCSc1nc(-c2ccc(OC)cc2)ccc1C#N	-5	0.8	-1.0	2*	5	1	0	-104[fluorescence artefact?]	1%
CN1C(=O)C(O)(CC(=O)c2ccc(F)cc2)c2cc(Br)ccc21 (configuration not stated)	-10	0.9	-2.5	1.1	7	0.98	4	-4	2%
O=C1C2CCCN2C(c2ccccc2F)N1c1ccc(F)cc1 (configuration not stated)	6	0.9	0.1	1.1	-10	1	-11	1	6%
CCOc1cc(C2CC(=O)N3CN(C4CCCCC4)CSC3=C2C#N)ccc1O (configuration not stated)	10	0.9	-0.3	1.1	-10	1	2	3	2%
COC(=O)Nc1ccc(S(=O)(=O)N(CCO)CC(F)(F)C(F)F)cc1	-12	1	-2.1	1.1	12	1	9	-1	2%
O=C(Nc1ccc(Cl)c(Cl)c1)OCc1cccnc1	3	0.9	-0.3	1	-3	0.99	38	-2	8%
O=C(Nc1cccnc1)c1ccc2c(c1)C(=O)N(Cc1cccnc1)C2=O	10	0.9	1.2	1	-11	1	2	3	2%
CC(C)COC(=O)C(C#N)c1nc2ccccc2nc1N1CCN(Cc2ccc3c(c2)OCO3)CC1 (configuration not stated)	-11	0.9	-2.5	1.1	1	1	-7	0	4%
O=C(Cn1ncnn1)OCc1ccccc1Cl	-25	1	0.7	1	5	1	-22	2	7%
Cc1noc(C)c1CSc1ccccc1C(=O)N1CCN(c2ccccc2)CC1	-9	0.8	-1.8	1	5	1	3	-1	1%
COc1cccc(OCc2nc3ncc(Br)cc3[nH]2)c1	60*	1	-0.3	1.1	18	1	76*	1	2%
C=CCOC(=O)C1=C(C)NC(SCC(=O)Nc2ccc(C)c(Cl)c2)=C(C#N)C1c1ccco1 (configuration not stated)	-2	0.7	1.2	2.3*	.	1.1	-40	-23	4%[fluoresces]
CC(C)CC(=O)Nc1ccccc1N1CCCC1	7	0.9	-0.5	1	.	1	10	3	5%
CCOC(=O)c1cccc(NS(=O)(=O)c2c(C)[nH]c(=O)[nH]c2=O)c1	-23	0.9	-1.6	1.2	-2	1	-5	5	3%
CCN1CCN(S(=O)(=O)c2ccc(OC)c(Br)c2)CC1	-18	0.9	-4.4	1.1	9	1	-7	0	5%
O=C(Nc1cc(C(F)(F)F)ccc1N1CCOCC1)C1Cc2ccccc2CN1C(=O)c1ccco1 (configuration not stated)	-2	0.9	-0.8	1.1	21	1	-12	-2	5%
O=C(NC1CCCC1)c1nc2c(nnn2Cc2cccc(Cl)c2)c(=O)[nH]1	-1	1	2.5	1.1	-9	1	-1	-1	6%
O=C(c1cccs1)c1coc2ccc(O)c(CN3CCOCC3)c12	-5	1	-4.2	1.1	1	1	-13	0	5%
O=C(CCNS(=O)(=O)c1cccc2nsnc12)NCc1cccs1	-7	0.8	-1.0	1.1	8	1	-6	5	1%
CC(C)Cc1cc(C(=O)Nc2cc(Cl)ccc2Cl)no1	4	0.9	1.8	1	6	1	-8	-2	2%
CC(=O)c1cccc(NC(=O)C2CCCN(S(=O)(=O)c3ccc(F)cc3)C2)c1 (configuration not stated)	11	0.9	0.1	0.96	0	1	6	-2	4%
CCOC(=O)Cc1csc(NS(=O)(=O)c2ccc3c4c(cccc24)C(=O)N3CC)n1	-19	0.9	-0.4	1.2	3	1	3	1	6%
CN(C)c1ccc2c(O)cc(=O)n(C)c2c1	-16	1	-1.3	2.3*	1	1.1	13	-27	3%[fluoresces]
CCc1ccc(NC2=NC(C(=O)c3ccccc3)CC(=O)N2)cc1 (configuration not stated)	-5	0.9	2.1	1.1	-8	1.1	10	0	1%
COc1ccccc1OCc1ccc(C(=O)NCCN(C)C)o1	10	0.9	-3.6	1.1	4	0.98	-1	1	5%
CCCn1c(=N)c(C(=O)NCc2ccc3c(c2)OCO3)cc2c(=O)n3cccc(C)c3nc21	12	0.9	2.1	2.1*	-28	1.1	20	-37	10%
CS(=O)(=O)N(CC(=O)Nc1ccc2c(c1)OCO2)c1ccc(Cl)cc1	16	1	0.9	1.1	12	1	15	0	3%
O=C1c2ccccc2S(=O)(=O)N1CC(O)Cn1ccc2ccccc21 (configuration not stated)	6	0.9	1.4	1.1	-9	1	6	-2	1%
CC(=O)c1c(OC(=O)c2ccco2)c2ccccc2n1C	-15	0.9	-2.3	1.1	14	1.1	-6	0	3%
Cc1ccc(S(=O)(=O)N2CCN(S(C)(=O)=O)C2)cc1	-28	0.9	-1.5	1	-10	0.96	2	4	4%
CC(C)C(C(=O)N1CCOCC1)N1C(=O)c2ccccc2C1=O (configuration not stated)	-23	0.9	-3.6	1.1	-12	1	7	-1	2%
Cc1ccc(-c2csc3nnc(SCC(=O)NCc4ccc5c(c4)OCO5)n23)cc1	4	1	0.8	1.1	12	0.99	-4	7	6%
CCOC(=O)CNC(=O)c1cnn2cccnc12	-6	1	-1.4	2.3*	14	1.1	19	-9	13%
O=C(CCCN1C(=O)C2C3C=CC(C3)C2C1=O)N1CCN(c2ccccc2)CC1 (configuration not stated)	-9	1	-0.8	1	-2	1	1	-1	10%
